Compound activity as filed in PubChem BioAssay.
DENV2 CPE rescue: inhibitors of DENV2 cytopathic effect | 1.7% of 350,000 active | AID 651640 | CPE inhibition, % at 9.99 µM | DENV2-infected cells, cytopathic effect rescue, plate reader; in the data active means CPE inhibition above about 20%, passing the limit was not always enough; inconclusive means no clear call, values can overlap the other calls; tested in BHK-21 cells;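 further: 0% = median of neutral control wells and 100% = median of positive control wells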
E-sel inducer: E-selectin induction on HUVECs; P16581; HUVEC E-selectin immunofluorescence imaging; normalized: neutral wells 0, TNF-alpha wells 100; activation, % at 7.58 µM; 0.37% of 260,000 active; AID 686992;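 active means mean E-selectin-positive cell signal at least 10% of the positive control, reached in at least 60% of replicates, without over 20% cell loss; inconclusive means no rule given, readout overlaps actives, possibly toxicity-flagged; inactive means the rest, including those meeting only one limit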;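 further: in these data hits start at about 27%; measured in HUVEC primary endothelial cells; signal is the percent of cells scored E-selectin positive by PE staining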
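Test system: HUVEC | Signal: Immunofluorescence imaging | Read-out: Percent E-selectin-positive cells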
RAD54 inh: inhibitors of human RAD54 branch migration; 0.14% of 360,000 active; inhibition, % at 10.4 µM; AID 602329; Q92698; RAD54 Holliday junction branch migration, FAM/BHQ fluorescence;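 active means mean normalized replicate activity at least 40 and at least half of replicates scoring 40 or more; inconclusive means only one of the two criteria met; inactive means mean below 40 and under half of replicates reaching 40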;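 further: 0% = median of neutral control wells and 100% = median of positive control wells; inhibitors cause a drop in the FAM fluorescence signal; in these data hits start at about 50%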
F508del corr: CFTR F508del correction in bronchial cells; 0.36% of 350,000 active; AID 720511; CFBE cells, YFP halide quenching; stimulated with forskolin plus potentiator P3; % fluorescence drop versus neutral controls; activity (quench increase), % at 7.58 µM;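 active means mean added fluorescence quench of at least 8% versus neutral control, with both replicates also reaching 8%; inconclusive means only one of the mean or replicate conditions met; inactive means mean below 8% and not both replicates reaching 8%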;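 further: cells transiently co-express mutant CFTR-F508del with the halide-sensitive YFP; corrector assay measuring rescue of mutant channel to the surface after 24 h compound exposure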
Xi reactivation: activators of X-chromosome reactivation in mouse fibroblasts; activation, % at 7.58 µM; XiGFP mouse fibroblasts, % GFP-positive cells imaging, 3 d; cells co-treated with 5-aza-dC sensitizer; scaled so ellipticine positive control = 100%; AID 743238; 0.055% of 360,000 active;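 active means mean normalized replicate activation at least 10% and every replicate at or above 10%; inconclusive means only one of the two criteria met; inactive means mean below 10% and not all replicates reach 10%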;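 further: 0% = median of on-plate neutral control wells and 100% = ellipticine 6 µM median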
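Material: XiGFP fibroblasts, SV40-immortalized; Buffer or medium: DMEM containing 5-aza-dC; Compound dosing: single point; Times: 3 days compound exposure.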
GSIS activator: GLuc luminescence reporter in INS-1E cells, primary screen for activators of glucose-dependent secretion of insulin. INS-1E GLuc reporter insulin secretion, 2-3 h. 0.61% of 370,000 active. activation, % at 16.6 µM;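 active means lowest replicate activation of at least 40%, so every replicate reaches that level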;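 further: 0% = median of neutral control wells and 100% = median of IBMX positive control wells; some compounds called inactive have numbers as strong as hits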
Casp6 inh: inhibitors of human caspase-6 | purified caspase-6, Z-VEID-R110 cleavage fluorescence | inhibition, % at 12.5 µM | 0.53% of 350,000 active | AID 686996;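 active means mean inhibition across replicates at least about 35%, with every replicate also reaching that limit, limit read from the data; inconclusive means only one of the two criteria met; inactive means neither criterion met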;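 further: 0% = median of neutral control wells and 100% = no fluorescence left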
Target sequence (P55212 24-179 limits assumed): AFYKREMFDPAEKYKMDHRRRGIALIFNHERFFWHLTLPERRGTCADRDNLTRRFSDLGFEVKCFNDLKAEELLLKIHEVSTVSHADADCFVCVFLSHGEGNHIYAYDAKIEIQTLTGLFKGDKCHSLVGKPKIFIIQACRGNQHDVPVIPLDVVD
Target sequence (P55212 194-293 limits assumed): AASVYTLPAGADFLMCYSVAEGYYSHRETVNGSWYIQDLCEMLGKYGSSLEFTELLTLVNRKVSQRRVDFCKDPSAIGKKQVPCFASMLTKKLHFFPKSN
RAD52 anneal inh: inhibitors of human RAD52 DNA annealing; recombinant RAD52 DNA annealing, FRET fluorescence; 0.46% of 360,000 active; inhibition, % at 18.7 µM; AID 651710;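 active means every replicate showing at least 50% inhibition; inconclusive means mean inhibition at least 50% but not in every replicate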
Target sequence (P43351 whole entry, looked up): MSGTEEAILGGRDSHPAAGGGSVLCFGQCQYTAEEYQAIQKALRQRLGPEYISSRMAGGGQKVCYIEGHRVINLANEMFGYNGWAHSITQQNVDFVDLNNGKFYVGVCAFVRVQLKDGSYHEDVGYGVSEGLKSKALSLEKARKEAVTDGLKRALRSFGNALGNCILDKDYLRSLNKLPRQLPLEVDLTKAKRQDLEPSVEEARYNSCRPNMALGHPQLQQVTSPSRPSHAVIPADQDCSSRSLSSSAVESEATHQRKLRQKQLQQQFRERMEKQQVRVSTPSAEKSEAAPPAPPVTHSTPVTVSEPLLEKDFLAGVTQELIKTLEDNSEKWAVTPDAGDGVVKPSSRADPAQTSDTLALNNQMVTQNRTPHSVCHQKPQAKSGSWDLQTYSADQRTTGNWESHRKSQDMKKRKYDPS
Active calls of the source: *; i = inactive; ? = inconclusive; . = no result given; & = joins results of further samples; ! = a repeat was not active.

SMILES	DENV2 CPE rescue	E-sel inducer	RAD54 inh	F508del corr	Xi reactivation	GSIS activator	Casp6 inh	RAD52 anneal inh
COc1ccc(-c2ccc(CN3C(C)C(=O)N(Cc4cn(CCC5OCCO5)nn4)CCS3(=O)=O)cc2)cc1 (stereo not drawn)	8	0.5	2	1.1	-0.1	5	15	-27
COc1cccc(NS(=O)(=O)c2cc3c(cc2C)N(C)CCO3)c1	-7	.	6	-0.8	-0.1	5	-1	-21
Cc1cccc(OCCCC(=O)N2CCCCCC2)c1C	-2	.	8	2.1	0.2	12	4	0
C[C@H](CO)N1C[C@H](C)[C@H](CN(C)Cc2cccnc2)OCc2ccccc2-c2ccccc2C1=O	12	-0.2	7	3.8	0.3	8	2	2
CC(On1c(-c2ccccc2)nc2ccc(Cl)cc21)C(=O)O (stereo not drawn)	-3	.	.	.	0.2	0	-2	-1
CC(=O)n1cc([C@@H]2C=C(C(=O)NCc3ccccc3)O[C@H](OCc3ccc(CO)cc3)C2)c2ccccc21	45*!	2.7	5&-8	2.1&-0.7	0.1	6	-2&1	-116&-93
CC[C@H](C)[C@H](NC(=O)c1ccc(Cl)cc1)C(=O)OCC(=O)c1c(N)n(C)c(=O)n(C)c1=O	-4	0.8	-2	-3.3	0.1	-20	2	3
CCC(C)NCCCCOc1ccc(C)cc1[N+](=O)[O-] (stereo not drawn)	-6	.	18	0.9	.	.	3	0
O=C(Nc1cccc(-c2nc3ccccc3[nH]2)c1)c1ccccn1	1	0.4	22	1.1	0.1	0	1	-24
COc1ccccc1N1CC(C(=O)Nc2nnc(SC)s2)CC1=O (stereo not drawn)	10	-1.0	-6	0.8	0.0	1	34	-9
CC(C)NC(=O)N(C)C[C@H]1Oc2ncc(C#CC3(O)CCCC3)cc2C(=O)N([C@H](C)CO)C[C@H]1C	2	1.0	-2	1.3	0.0	14	-2	12
COc1ccc(CC(=O)OC(C)CN2CCOCC2)cc1 (stereo not drawn)	3	.	.	-0.4	0.0	-5	0	-9
CCN(c1cccc(C)c1)S(=O)(=O)c1cc2c3c(c1)CCC(=O)N3CCC2	11	.	-3	3.7	0.3	0	-4	-7
Cc1ccc(NC(=O)CCC(=O)NNC(=O)c2ccccc2Cl)c(C)c1	-9	0.1	.	-0.6	0.2	4	-7	-8
COc1ccc(NC(=O)N(C)C[C@H]2OCCCC[C@@H](C)Oc3ccc(NC(=O)Nc4ccc5c(c4)OCO5)cc3C(=O)N([C@H](C)CO)C[C@@H]2C)cc1	4	-0.3	-10	-2.4	0.2	1	2	2
Cc1nc2ccccc2c2oc(C(=O)NCc3ccc4c(c3)OCO4)cc12	7	0.4	-18	0.7	0.2	-46	2	-18
CCC(=O)N1[C@H](CO)[C@H](c2ccccc2-c2ccccc2)[C@@H]1C#N	18	0.0	.	1.2	0.1	2	1	-7
O=C(CN1C(=O)/C(=C\c2ccccc2Cl)Sc2ccccc21)NCCCN1CCOCC1	-5	.	7	-0.4	0.1	.	6	11
N#Cc1ccc(-c2ccc3c(c2)[C@@H]2[C@@H](CCN2S(=O)(=O)c2ccccc2F)[C@H](CO)N3)cc1	6	-0.3	-12	2.4	0.0	22	.	.
C[C@@H]1CN([C@H](C)CO)C(=O)c2cccc(NC(=O)C3CC3)c2O[C@@H]1CN(C)S(=O)(=O)c1ccccc1	4	0.4	-2	-1.4	0.4	10	0	4
O=C(NCc1ccccn1)C1CCN(S(=O)(=O)c2cccs2)CC1	-6	.	.	0.6	.	-4	2	0
COc1cccc(NC(=O)[C@H](CC(C)C)NC(=O)N2CCn3c2nc2ccccc23)c1	4	.	2	0.5	0.0	-13	0	-24
Cc1cc(OC(C)C(=O)Nc2ccccc2C(=O)N2CCCC2)ccc1Cl (stereo not drawn)	-10	0.1	-5	-2.2	0.0	5	-1	-8
CCOC(=O)C(=O)NNc1ccc(Cl)cc1	.	.	.	-1.7	0.0	-3	-3	-12
Cc1ccccc1CCNC(=O)Cn1ccc2cc(S(=O)(=O)N3CCCC3)ccc21	7	1.0	-5	-0.4	0.1	-7	1	-7
O=C(NCC[C@@H]1CC[C@@H](NC(=O)c2ccc3c(c2)OCO3)[C@@H](CO)O1)Nc1cc(F)ccc1F	?	-0.4	7	-0.7	-0.1	-19	-2	7
Cc1c(N2C(=O)/C(=C\C3CC=CCC3)SC2=S)c(=O)n(-c2ccccc2)n1C (stereo not drawn)	-5	0.0	-8	1.8	0.2	.	5	-35
CC(C)(C)c1ccc(/C=C(\C#N)C(=O)Nc2ccccn2)cc1	18	0.0	10	-1.3	0.0	-8	0	-25
COc1ccc(C)cc1NC(=O)N1CCCc2ccccc21	-6	0.0	.	2.2	0.1	6	0	3
C[C@H]1[C@@H]2C[C@@]3(O[C@H](c4ccc(C(F)(F)F)cc4)N=C3C[C@@H]1c1ccccc1)N(Cc1ccncc1)C2=O	-8	0.2	.	1.8	-0.1	-22	1	-14
C=CCn1c(CNC(=O)c2ccco2)nnc1SCC(=O)c1ccc(F)cc1	-6	0.4	-4	0.0	0.0	-14	0	-25
COc1ccc(/C=C2\SC(=S)N(CCC(=O)NC3CCCC3)C2=O)cc1OC	0	0.1	1	1.4	0.1	13	-1	-17
COc1cccc(-c2ccc3c(c2)N(Cc2cccc(F)c2)C(=O)C(C)S3)c1 (stereo not drawn)	-6	-0.2	-6	-4.3	0.0	42*	0	-10
CCc1ccc(C(=O)Nc2cccc(-c3nn[nH]n3)c2)s1	-8	6.3	-17	-2.7	0.3	-5	1	-7
CCOc1ccccc1NC(=O)COC(=O)c1cc[n+]([O-])cc1	2	.	6	0.9	0.0	11	-2	-9
CC1CCc2nn(CC(=O)NCc3ccco3)cc2C1 (stereo not drawn)	12	0.7	-1	2.8	0.2	-5	1	-11
N#C[C@H]1[C@H](c2ccc(C3=CCCC3)cc2)[C@@H](CO)N1C(=O)c1cccc(F)c1	1	-0.2	-6	-0.7	-0.1	10	2	-22
CCCN(CC(=O)Nc1ccccc1C)C(=O)c1cccc(-n2cnnn2)c1	2	2.1	0	-2.8	0.1	15	0	-12
N#C/C(=C/c1ccc(-c2ccc(C(=O)O)c(Cl)c2)o1)C(=O)NCC1CCCO1 (stereo not drawn)	8	-1.0	.	.	0.0	-1	5	-27
ClCCn1cnc2c(SCc3ccccc3)ncnc21	0	.	13	.	0.0	.	-2	-1
O=C(c1ccc2c(=O)n3c(nc2c1)CCCCC3)N1CCN(c2ccccc2F)CC1	13	-0.1	-1	1.1	0.3	-25	1	-9
CCN(CC)CCOC(=O)C(c1ccccc1)C1CCCCC1 (stereo not drawn)	0	1.5	5	-2.7	0.0	-18	-2	-4
Cc1cccn2c(=O)nc(SCC(=O)c3ccc(Cl)cc3)nc12	0	0.5	-19	-1.8	-0.2	-1	-1	-7
CC1=NN(c2ccccc2)C(=O)/C1=C/c1ccc(Cl)cc1	-4	0.0	-6	-0.8	0.0	-2	1	-12
COCCNC(=O)c1cc(-c2ccccc2)n(Cc2cc(C)no2)n1	22*	0.1	-2	3.9	0.0	3	.	-11
C/C(=N\NC(=O)CNC(=O)c1ccc(F)cc1)c1ccco1	1	5.4	8	1.2	0.0	18	6	-10
CC(C)C#Cc1ccc2c(c1)O[C@H](CN(C)C(=O)C1CCCCC1)[C@H](C)CN([C@@H](C)CO)S2(=O)=O	.	0.6	.	-1.8	1.1	-11	.	.
Cc1ccc(S(=O)(=O)Nc2cccc3c2O[C@@H](CN(C)Cc2ccc(C(=O)Nc4ccccc4N)cc2)[C@H](C)CN([C@H](C)CO)C3=O)cc1	-1	0.6	.	-1.2	0.5	10	1	7
O=C(CNC(=O)c1cccs1)OCC(=O)c1ccc(Br)cc1	4	.	.	1.3	0.0	-4	0	-12
O=C(CNC(=O)c1cccc(Cl)c1)Nc1ccc(F)c(F)c1F	-3	.	-3	0.1	0.0	8	0	-6
(list continues)
SMILES	DENV2 CPE rescue	E-sel inducer	RAD54 inh	F508del corr	Xi reactivation	GSIS activator	Casp6 inh	RAD52 anneal inh
Cc1cc2nc(-c3ccc(SCC(=O)Nc4ccc(S(=O)(=O)N5CCCC5)cc4)nc3)[nH]c2cc1C	.	1.8	-2	.	0.0	-21	.	.
COc1cccc(C#Cc2ccc3c(c2)[C@H]2[C@H](CCN2C(=O)CC2CC2)[C@@H](CO)N3)c1	-6	0.6	.	-0.7	0.0	6	0	-10
O=C(/C=C/c1ccco1)N1CCN(S(=O)(=O)c2cccs2)CC1	1	0.0	-3	-2.8	-0.2	-2	0	-18
COc1ccc(S(=O)(=O)N(C)C[C@H]2Oc3ccc(NC(=O)c4ccncc4)cc3C(=O)N([C@@H](C)CO)C[C@@H]2C)cc1	-7	47*	0	-0.2	0.3	17	-1	-6
Cc1ccc(N2CCN(C(=O)c3nn(C)c4c3CS(=O)(=O)c3ccccc3-4)CC2C)cc1 (stereo not drawn)	3	-0.1	.	-0.4	0.3	-5	3	-10
CCOC(=O)c1c(NC(=S)NC)sc2c1CCCC2	-4	.	-7	0.7	0.4	10	1	1
COc1ccc(/C=N\NC(=O)c2ccc(-c3ccccc3)cc2)c(OC)c1OC	-7	-0.6	-1	0.1	0.0	0	4	-1
COc1ccc(NC(=O)N(C)C[C@@H]2Oc3ccc(NS(=O)(=O)c4ccccc4)cc3C(=O)N([C@H](C)CO)C[C@H]2C)cc1	-12	0.0	8	-1.0	0.1	19	5	-5
Cc1ccc(S(=O)(=O)N(C)C[C@H]2Oc3ccc(NC(=O)Nc4cccc5ccccc45)cc3C(=O)N([C@H](C)CO)C[C@@H]2C)cc1	.	0.2	.	1.0	-0.1	28	.	.
CC(C)CC#Cc1ccc([C@@H]2[C@@H](CO)N3C(=O)CN(C(=O)NC4CCCCC4)C[C@@H]23)cc1	0	-0.7	.	-2.2	-0.1	-21	0	3

Part of the list above, showing only DENV2 CPE rescue and RAD54 inh:
| SMILES | DENV2 CPE rescue | RAD54 inh |
| --- | --- | --- |
| CCOC(=O)c1c(NC(=S)NC)sc2c1CCCC2 | -4 | -7 |
| COc1ccc(/C=N\NC(=O)c2ccc(-c3ccccc3)cc2)c(OC)c1OC | -7 | -1 |

Further compounds.
SMILES	DENV2 CPE rescue	E-sel inducer	RAD54 inh	F508del corr	Xi reactivation	GSIS activator	Casp6 inh	RAD52 anneal inh
CC(=O)N1CCN(C(=O)c2cc(C)nc3ccccc23)CC1	3	.	.	-3.3	0.0	5	1	-11
COc1ccc(/C=C/C(=O)O)cc1S(=O)(=O)N1CCCc2ccccc21	-3	.	1	-0.9	0.0	11	20	-3
CC(=O)[C@@]1(O)Cc2c(O)c3c(c(O)c2[C@H](O[C@H]2C[C@H](N)[C@H](O)[C@H](C)O2)C1)C(=O)c1ccccc1C3=O	-13	3.2	-492	22*	109*	-3	-32	i
COc1ccc(OCC(=O)NNC(=O)Cc2coc3cc(OC)ccc23)cc1	.	0.0	-11	.	0.1	1	.	.
CCNC(=O)Nc1ccc2c(c1)C(=O)N(C)[C@@H]1CC[C@@H](CC(=O)Nc3ccccc3)O[C@H]1CO2	-9	0.1	1	1.0	0.0	9	1	8
COc1cc(N2CCCC2)ccc1C=O	2	.	.	0.8	0.0	-1	-6	-5
O=C(C[C@@H]1C[C@H]2c3cc(NS(=O)(=O)c4ccc(F)cc4)ccc3O[C@H]2[C@H](CO)O1)NCCN1CCCCC1	2	0.3	-3	-1.2	0.1	3	2	7
CCN(CC)S(=O)(=O)c1cccc(NC(=O)c2ccc(SC)cc2OC)c1	16	0.0	4	-0.7	0.0	2	-1	-18
